Screening results (PubChem)
Bcl-xL primary = inhibitors of human Bcl-xL; GST-Bcl-xL / FITC-Bim BH3 peptide fluorescence polarization; AID 2129; 0.7% of 320,000 active; inhibition, % at 10.9 µM;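 active = inhibition above the mean of all tested compounds plus 3 SD, cutoff set per campaign, cut at about 30% in these data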;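 also: 0% = DMSO wells and 100% = unlabeled Bim-BH3 peptide competitor; inhibitors lower millipolarization by displacing the labeled peptide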
Target sequence (Q07817 whole entry, looked up): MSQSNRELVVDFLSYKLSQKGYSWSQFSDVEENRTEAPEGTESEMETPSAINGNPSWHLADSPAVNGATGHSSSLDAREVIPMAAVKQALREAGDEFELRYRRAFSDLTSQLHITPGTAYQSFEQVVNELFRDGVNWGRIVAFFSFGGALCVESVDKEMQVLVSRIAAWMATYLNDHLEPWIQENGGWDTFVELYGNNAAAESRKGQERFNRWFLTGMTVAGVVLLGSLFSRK
GLD-1 TGE inh = GLD-1-TGE RNA interaction inhibition (C. elegans); purified GLD-1 + fluorescein TGE RNA, fluorescence polarization; inhibition, % at 5.96 µM; 0.44% of 320,000 active; AID 2280;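 active = percent inhibition above a per-plate cutoff, the plate mean of test compounds plus 3 SD, cut at about 30% in these data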;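 also: 0% = DMSO wells with GLD-1 and probe and 100% = wells lacking GLD-1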
Fam108B inh = blocks mouse Fam108B hydrolase in RBBP9 counter-screen. recombinant Fam108B, FP-Rh probe fluorescence polarization. inhibition, % at 9.51 µM. 0.33% of 300,000 active. AID 1947;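 active = inhibition above the screen mean inhibition plus 3 SD, computed separately per campaign, cut at about 18% in these data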;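 also: inhibitors lower polarization as less probe binds the enzyme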
pPAFAH FP inh = pPAFAH (human) enzyme inhibition; Q13093; recombinant pPAFAH, FP-rhodamine probe fluorescence polarization; inhibition, % at 3.39 µM; 1.5% of 330,000 active;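 active = inhibition above the mean inhibition across the screen plus 3 SD, cut at about 25% in these data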;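 also: inhibitors block binding of the rhodamine activity-based probe so polarization drops; 0% = enzyme with DMSO and 100% = wells lacking pPAFAH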
PAFAH1B2 inh = inhibitors of human PAFAH1B2 | inhibition, % at 3.39 µM | P68402 | AID 492953 | 1.2% of 340,000 active | recombinant PAFAH1B2, FP-rhodamine activity probe, fluorescence polarization;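 active = inhibition above the mean of all tested compounds plus 3 SD, cut at about 24% in these data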;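 also: 0% = enzyme with DMSO and 100% = wells lacking PAFAH1B2; many of its hits are not listed in these tables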
Target sequence (P68402 whole entry, looked up): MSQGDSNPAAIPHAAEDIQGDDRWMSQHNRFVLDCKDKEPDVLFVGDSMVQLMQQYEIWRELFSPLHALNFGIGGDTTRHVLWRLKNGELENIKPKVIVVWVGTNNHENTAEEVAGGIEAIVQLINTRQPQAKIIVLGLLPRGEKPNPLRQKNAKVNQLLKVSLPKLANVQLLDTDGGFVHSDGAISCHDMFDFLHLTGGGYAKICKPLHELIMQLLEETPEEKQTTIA
MEX-5 binding = C. elegans MEX-5 TCR-2 RNA binding activity. activity score (negative = inhibition of binding), % at 10 µM. AID 1832. 0.38% of 300,000 active. Q9XUB2. MEX-5/FITC-TCR2 RNA binding, fluorescence polarization; stronger effect = lower value;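 active = inhibition past about -25% in most replicates, and total fluorescence under double the plate's negative control median, limit read from the data; inconclusive = replicates evenly split on the limit, or fluorescence at least double controls; inactive = too little inhibition in most replicates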;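 also: 0% = DMSO and -100% = 5 µM competing unlabeled TCR2 RNA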
Target sequence (Q9XUB2 whole entry, looked up): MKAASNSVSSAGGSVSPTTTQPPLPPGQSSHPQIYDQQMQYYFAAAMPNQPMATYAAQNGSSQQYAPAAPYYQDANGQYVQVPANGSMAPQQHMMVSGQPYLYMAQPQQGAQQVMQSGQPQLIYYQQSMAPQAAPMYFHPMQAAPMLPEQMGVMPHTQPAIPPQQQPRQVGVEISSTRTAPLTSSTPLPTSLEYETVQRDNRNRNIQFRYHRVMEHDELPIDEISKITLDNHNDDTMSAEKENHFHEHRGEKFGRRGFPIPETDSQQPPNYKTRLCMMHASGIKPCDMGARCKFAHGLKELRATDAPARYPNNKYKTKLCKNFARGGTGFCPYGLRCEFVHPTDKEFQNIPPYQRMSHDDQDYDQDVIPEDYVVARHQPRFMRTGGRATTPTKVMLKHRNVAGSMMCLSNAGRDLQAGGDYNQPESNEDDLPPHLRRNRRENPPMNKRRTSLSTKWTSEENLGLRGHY
PME-1 primary = PME-1 (human) inhibition; recombinant PME-1, FP-Rh probe fluorescence polarization; inhibition, % at 5.9 µM; 0.53% of 320,000 active; AID 2130;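 active = inhibition above the campaign mean of all compounds plus 3 SD, cut at about 26% in these data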;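 also: competitive labeling of PME-1 active site by serine hydrolase directed probe; 0% = PME-1 with DMSO and 100% = wells lacking PME-1 enzyme; inhibitors block probe labeling so polarization falls and inhibition rises; many of its hits are not listed in these tables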
AHR activator = activates the human aryl hydrocarbon receptor; P35869; AHR-responsive luciferase reporter cells, luminescence; activation, % at 5 µM; 2.5% of 320,000 active; in the data active = activation above about 47%;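 also: 0% = vehicle wells and 100% = reference agonist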
MCL1 BIM primary = MCL1-BIM-BH3 interaction inhibition (human); inhibition, % at 10.9 µM; GST-MCL1 / FITC-Bim-BH3 fluorescence polarization; Q07820; AID 2057; 0.68% of 320,000 active;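 active = inhibition above the mean inhibition of all tested compounds plus 3 SD, set per campaign, cut at about 40% in these data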;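 also: 0% = DMSO wells and 100% = unlabeled Bim-BH3 peptide control; higher means more loss of mP so more displacement of Bim peptide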
Starred values were filed as active, the others as inactive; ? = inconclusive; nt = no result given. This is a subset; the hit share may differ from the screen's.

SMILES	Bcl-xL primary	GLD-1 TGE inh	Fam108B inh	pPAFAH FP inh	PAFAH1B2 inh	MEX-5 binding	PME-1 primary	AHR activator	MCL1 BIM primary
Cc1ccc(C(O)P(=O)(OCc2ccccc2)c2ccc(N(C)C)cc2)cc1 (stereo not given)	-8	7	-2	-2	7	1.7	-5	5	-7
CN(CC(=O)Nc1cccc(F)c1)C(=O)C1(c2ccccc2)CC1	-5	3	nt	0	-3	nt	-1	0	1
COc1ccccc1CNC(=O)CN1C(=O)C(C)N(c2ccc(C)cc2)C1=O (stereo not given)	5	-1	-1	0	8	-0.3	0	7	0
CC(NC(=O)CN(c1ccc(Cl)cc1)S(C)(=O)=O)c1ccccc1 (stereo not given)	2	6	2	2	4	1.3	-1	1	1
COc1cc(C(=O)N[C@H](C(=O)NC2CCCc3ccccc32)C(C)C)cc(OC)c1OC (stereo not given in full)	nt	1	nt	2	1	nt	nt	11	nt
Cc1cc(=O)n2c(ccc3ccccc32)c1C#N	10	2	0	1	3	-0.8	-4	1	4
Cc1ccc(S(=O)(=O)N(C)C)cc1NC(=O)c1sccc1Cl	-3	5	0	-1	6	-0.6	6	0	6
CC(C)=CC(=O)Nc1nnc(C)s1	4	6	-1	0	6	0.6	5	2	-2
CCCC[C@@H]1CNC(=S)N1CCC12CC3CC(CC(C3)C1)C2	9	-1	0	-1	15	0.7	0	1	7
Cc1ccc(S(N)(=O)=O)cc1NC(=O)C(c1ccccc1)c1ccccc1	0	3	1	-4	3	-2.7	-1	1	6
COCCNC(=O)C1CCCN(c2ncccn2)C1 (stereo not given)	3	7	0	-3	6	0.6	-2	2	0
CCCCCNC(=O)C(C)NS(=O)(=O)c1ccc(OC)cc1 (stereo not given)	3	-4	2	2	1	-2.2	1	-2	15
Cc1c(C(=O)OCC(=O)NCCN2C(=O)CSC2=O)oc2c1ccc1ccccc12	-1	3	0	10	3	0.4	-1	7	-1
COC(C)(C)[C@]12CC(O)(c3ccccc3)ON1[C@H]1CCCCC1N2O (stereo not given in full)	2	-4	-3	1	4	1.2	0	0	-2
O=C(NCCCN1CCCC1=O)c1ccc2c(c1)NC(=O)c1ccccc1S2	10	4	-2	4	7	0.7	7	6	7
CCn1c(C)cc(/C=C2/NC(=O)N(CC(=O)Nc3cccc(C)c3)C2=O)c1C	18	9	2	7	-7	-0.4	-3	11	12
CSc1cccc(NC(=O)C2CCN(S(=O)(=O)c3ccc4c(c3)NC(=O)CO4)CC2)c1	6	6	2	0	6	-1.0	4	3	5
CCCC(=O)Nc1ccccc1-c1nnc(SCC)[nH]c1=O	5	1	-1	-5	3	-0.1	0	1	4
Cc1cc2cc(C(c3nnnn3C(C)(C)C)N(Cc3ccco3)CC3CCCO3)c(=O)[nH]c2cc1C (stereo not given)	4	6	-1	24	4	2.9	-6	5	1
CCC(C)Sc1nc2c(cnn2-c2ccccc2)c(=O)[nH]1 (stereo not given)	3	-3	1	-1	8	-0.1	-2	66*	6
COc1ccccc1CC(=O)NC1CCN(Cc2ccccc2)CC1	-3	-3	-2	-1	0	-4.9	1	7	-6
Cc1ccc(OCC(=O)Oc2cccc(C)c2C)cc1	1	8	-1	10	0	-1.4	1	3	9
O=C(COC(=O)c1ccccn1)Nc1ccccc1Cl	1	6	-1	-2	0	-2.6	-1	1	-2
CC(C)(CO)NCC(O)Cn1cc(C=O)c2ccccc21 (stereo not given)	3	-1	0	2	6	-0.3	-2	-2	4
C=C1C(C(=O)Nc2ccc(OC)cc2)C1C(=O)Nc1ccc(OC)cc1 (stereo not given)	0	5	2	1	3	3.0	-3	1	-3

New compounds follow:
SMILES	Bcl-xL primary	GLD-1 TGE inh	Fam108B inh	pPAFAH FP inh	PAFAH1B2 inh	MEX-5 binding	PME-1 primary	AHR activator	MCL1 BIM primary
CC/C(=N/Nc1ccccc1C)c1cnnc(SC)n1	8	-2	4	2	-2	0.5	-4	18	3
COc1cc(OC)c(C(=O)O/N=C(\N)c2ccccn2)cc1OC	6	-5	0	2	0	3.7	7	3	9
Cc1ccc(Sc2cnccc2C#N)cc1	8	3	-2	4	7	1.0	3	1	0
CCC(CO)NCc1cc(OC)c(OCC(=O)NCCc2ccccc2)cc1Br (stereo not given)	6	4	-2	5	4	2.0	-2	2	11
O=C(c1ccc(S(=O)(=O)N2CCCC2)cc1)N(c1ccc(F)cc1)C1C=CS(=O)(=O)C1 (stereo not given)	6	-4	2	2	1	1.2	6	-1	8
O=C(Oc1cccc(N2C(=O)CCC2=O)c1)c1ccccc1	9	5	-1	6	4	-2.1	-1	-3	7
O=C(NCc1cccnc1)c1ccccc1NS(=O)(=O)c1ccc(F)cc1	7	4	1	4	4	1.3	-2	7	0
Cn1c(=O)c2[nH]c(CNc3ccc(C(=O)O)cc3)nc2n(C)c1=O	4	-6	0	-3	2	-3.1	-5	-1	2
O=C(c1ccc(CN2CCOCC2)cc1)N1CCN(c2ccccc2F)CC1	0	4	2	4	0	1.2	5	2	-2
CC(Oc1cc2oc(=O)c3c(c2cc1Cl)CCC3)C(=O)NCCCN1CCCC1=O (stereo not given)	1	17	3	5	2	1.4	2	1	-1
CC1=NNC(=O)C1CCC(=O)N/N=C/c1ccc(Cl)cc1 (stereo not given)	4	-4	1	4	5	-1.4	-8	3	-2
COc1cc(OC)cc(C(=O)NCC(=O)OCC(=O)N2CC(C)CC(C)C2)c1 (stereo not given)	3	3	2	-3	8	-1.4	3	0	6
O=C(c1ccco1)N1CCN=C1SCc1cccc(Cl)c1	-15	-6	-5	-5	3	1.5	-5	2	-22
c1nnn(C23CC4CC(CC(C4)C2)C3)n1	0	7	4	4	13	-1.7	-3	-2	3
CC(C)(C)C(=O)NC(=S)N1CCCC1	8	-3	2	0	2	1.7	-3	0	23
COc1ccc(NC(=O)COc2cccc3c2CCN(Cc2cccnc2)C3=O)cc1	1	3	1	4	5	0.1	5	10	3
Cc1ccc2nc(NNC(=O)c3ccc(S(=O)(=O)N4CCc5ccccc5C4)cc3)sc2c1	6	9	-3	19	13	-1.9	-6	32	10
CCC(=O)N1CCc2cc(S(=O)(=O)CCC(=O)Nc3ccc(OC)cc3)ccc21	0	-4	1	-1	-1	-0.6	-3	0	-1
O=C(N/N=C\C=C\c1ccc2c(c1)OCO2)C1COc2ccccc2O1 (stereo not given)	7	4	1	7	4	0.9	1	7	13
Cc1noc(N)c1C1(O)C(=O)N(C(C)C)c2ccccc21 (stereo not given)	7	5	1	0	-3	-1.3	-4	18	-2
COc1cc(OC)cc(C(=O)Nn2cc(C(=O)Nc3ccc(F)cc3F)c3ccccc3c2=O)c1	7	0	-3	0	0	1.1	0	35	-3
O=C(COC(=O)c1ccccc1Br)NCCN1C(=O)CSC1=O	-1	0	4	4	1	2.9	2	-1	-12
CC(C)(C)c1ccc(CSc2nnc(-c3ccccc3NC(=O)c3ccccc3)o2)cc1	-1	2	-4	3	0	-0.7	-13	4	-7
CCOc1ccc(C(C)=O)cc1CN1C(=O)NC2(CCCCCCC2)C1=O	-4	-1	2	0	5	-0.4	-3	1	-6
COC(=O)c1ccccc1NC(=O)C1CCN(S(C)(=O)=O)CC1	-2	-2	-4	2	6	3.2	-1	1	0

Later entries:
SMILES	Bcl-xL primary	GLD-1 TGE inh	Fam108B inh	pPAFAH FP inh	PAFAH1B2 inh	MEX-5 binding	PME-1 primary	AHR activator	MCL1 BIM primary
Cc1cccc(NC(=S)NC2CC3CCCC(C2)N3Cc2cccs2)c1C (stereo not given)	4	5	2	2	-8	0.2	0	2	7
CCOC(=O)c1c(C)nn(Cc2ccccc2)c1N	6	9	1	-3	7	0.2	-9	23	1
CC(=O)NC(=S)Nc1ccc(S(=O)(=O)Nc2ncccn2)cc1	5	5	-1	-1	4	3.6	9	0	9
O=S(=O)(c1ccccc1)N(CC1CO1)c1cc(Cl)ccc1Cl (stereo not given)	-1	0	10	4	-1	-1.2	-1	0	0
Cc1ccc(C(=O)OCC(=O)NCCc2ccc(F)cc2)cc1S(=O)(=O)N1CCOCC1	nt	0	nt	15	6	nt	nt	1	nt
O=C(c1cc(-c2cccs2)on1)N1CCc2ccccc2C1	6	3	-1	4	4	0.3	-3	9	5
CN(C)c1cccc2c1c(NC(=O)Nc1ccccc1)nn2C	7	-1	4	6	5	2.1	1	16	2
CCN1CCC[C@H]1CNC(=O)c1c(OC)ccc(Br)c1OC	-7	-1	6	-3	1	nt	-3	-1	-3
c1coc(-c2nnc(SCc3cn4ccccc4n3)o2)c1	1	2	9	0	-1	0.0	0	0	3
CSc1n[nH]c(NCc2ccc(Cl)cc2)n1	7	5	-2	2	18	0.0	-3	-1	8
CCCc1nc2ccc(NC(C)=O)cc2c(=O)n1Cc1ccccc1Cl	6	8	-4	2	2	-1.1	4	2	7
COc1ccccc1CCNC(=O)CSc1ccc(-c2ccco2)nn1	5	5	2	6	-3	2.1	4	5	5
Cc1cc(C(=O)N/N=C/c2ccc(Cl)c([N+](=O)[O-])c2)c(C)n1-c1ccc(F)cc1	-1	2	0	6	0	1.9	1	13	2
Cc1cc2c(cc1S(=O)(=O)NCc1ccc(N(C)C)cc1)OCC(=O)N2	2	5	2	3	1	-2.1	2	13	2
COc1cc(C=O)ccc1OCCOCCOc1cc(C)ccc1Cl	2	-6	0	3	-1	-1.0	4	-1	1
NS(=O)(=O)c1cccc(NC(=O)c2cccc(S(=O)(=O)N3CCCCCC3)c2)c1	nt	1	nt	0	6	nt	nt	1	nt
Cc1ccccc1-n1c(O)c(/C=C/C=Nc2ccccc2)c(=O)[nH]c1=O	-107	-205	-69	-44	-43	?	-72	-1	-244
O=C(Nn1cnnc1)c1ccc(Cl)cc1[N+](=O)[O-]	0	-1	3	2	4	-0.3	1	0	-2
O=C(O)c1cc(-c2ccc(Cl)cc2)n(-c2cccc(Cl)c2)n1	-1	3	0	2	16	2.1	-7	7	-3
COc1ccc(C2N=C(c3ccccc3)C(C)(C)N2O)cc1 (stereo not given)	0	-3	-2	3	15	0.7	-2	0	6
COC(=O)c1ccc(CSc2nnc(NCc3ccccc3)s2)o1	-3	-1	2	10	14	0.5	6	0	-14
Cc1ccc(SCc2c(-c3ccccc3)nn(C)c2Cl)cc1	-2	-1	-5	6	2	1.9	-5	6	-1
Cc1c(OCC(=O)N2CCC(C(N)=O)CC2)ccc2c3c(c(=O)oc12)CCCC3	5	1	2	0	4	-1.1	-1	0	3
Cc1ccc(-c2cc3ccccc3nc2N)cc1	3	5	-4	9	4	-0.1	-3	38	7
Cc1ccc(C(=O)N(C)CCOc2ccccc2)cc1S(=O)(=O)N1CCCCC1	-3	0	nt	-2	-2	nt	7	1	-7
COCCN(C(=O)CSc1nnc(C)n1-c1ccc(C)cc1)c1c(N)n(Cc2ccccc2)c(=O)[nH]c1=O	1	2	4	2	3	-1.1	-4	-4	0
CN(Cc1nc(CC2CC2)no1)CC12CC3CC(CC(C3)C1)C2	-2	2	5	-1	6	-2.3	-2	0	2

2 records picked at random from the list so far:
SMILES	Bcl-xL primary	GLD-1 TGE inh	Fam108B inh	pPAFAH FP inh	PAFAH1B2 inh	MEX-5 binding	PME-1 primary	AHR activator	MCL1 BIM primary
COCCN(C(=O)CSc1nnc(C)n1-c1ccc(C)cc1)c1c(N)n(Cc2ccccc2)c(=O)[nH]c1=O	1	2	4	2	3	-1.1	-4	-4	0
Cc1ccc(-c2cc3ccccc3nc2N)cc1	3	5	-4	9	4	-0.1	-3	38	7
